Tau fibril ThT = inhibitors of human tau fibril formation, thioflavin T binding. recombinant tau K18 P301L, heparin-induced fibrillization, ThT fluorescence. 270,000 tested, 2.1% active. AID 1460. P10636. Potency, µM (highest dose often 57.4 µM), inactives show at the top dose activity, negative = inhibition, usual class: inhibitors; further: on the % scale 0 is the no-effect control and ±100 the full control effect; nearly all actives have a fitted effect of over 55% in size
Target sequence (P10636 561-689 P618L limits assumed): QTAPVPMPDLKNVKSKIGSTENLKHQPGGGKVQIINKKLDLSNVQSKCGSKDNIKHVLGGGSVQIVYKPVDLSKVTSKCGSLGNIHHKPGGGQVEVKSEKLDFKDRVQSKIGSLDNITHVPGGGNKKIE
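Aggregation was driven by heparin (20 uM final) acting on recombinant tau […] bearing P301L in 100 mM sodium acetate pH 7; fibrils were detected with Thioflavin T.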
TRb SRC2 PPI = TRbeta-SRC2 interaction inhibition. TRbeta-SRC2 peptide binding, fluorescence polarization; receptor liganded with 1 µM T3. Potency, µM (titrated, usually from 106 µM), inactives show at the top dose activity change, negative = inhibition, hits mostly inhibitors. 280,000 tested, 0.065% active. AID 1469;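 further: plate controls were bound peptide for no effect and peptide without receptor for full effect; nearly all actives have a fitted effect of over 50% in size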
Target sequence (P10828 whole entry, looked up): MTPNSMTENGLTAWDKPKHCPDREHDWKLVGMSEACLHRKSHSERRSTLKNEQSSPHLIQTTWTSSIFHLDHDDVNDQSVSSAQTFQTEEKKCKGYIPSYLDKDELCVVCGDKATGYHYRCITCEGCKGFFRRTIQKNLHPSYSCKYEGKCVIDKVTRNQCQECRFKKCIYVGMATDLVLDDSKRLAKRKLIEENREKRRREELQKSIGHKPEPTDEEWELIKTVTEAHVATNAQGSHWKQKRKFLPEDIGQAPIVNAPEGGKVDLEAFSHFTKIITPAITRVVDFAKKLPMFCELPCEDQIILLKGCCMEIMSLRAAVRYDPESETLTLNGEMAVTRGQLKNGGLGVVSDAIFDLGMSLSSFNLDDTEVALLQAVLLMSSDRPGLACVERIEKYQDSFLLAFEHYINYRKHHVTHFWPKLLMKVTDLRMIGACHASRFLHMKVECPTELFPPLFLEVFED
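A fluorescence polarization screen tested compounds at multiple concentrations against complex formation between 0.6 uM TRb ligand-binding domain and 20 nM Texas Red SRC2 peptide, with 1 uM T3 present; readout after 5 hr.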
TR SRC2 fluor cs = counter-screen for TRb-SRC2 inhibitors: fluorescence interference | AID 1479 | 280,000 tested, 0.29% active | Potency, µM (highest dose often 106 µM), for inactives: at the highest dose fluorescence change, negative = quenching | TRb/SRC2 Texas Red total fluorescence interference; active means well fitted curve in either direction with a large enough effect; inconclusive means small, poorly fitted or top-dose-only effect; further: on the % scale 0 is the no-effect control and ±100 the full control effect
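Flags fluorescent or light-absorbing compounds by total fluorescence, S + 2P, at 555 nm excitation and 632 nm emission. Mixture: 20 nM Texas Red SRC2 peptide, 0.6 uM human TRb LBD, 1 uM T3, 5% DMSO; compound exposure 5 h at ambient temperature.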
RECQ1 inh = RECQ1 (human) helicase inhibition; P46063; RECQ1 DNA unwinding, red fluorescence kinetic read; Potency, µM (highest dose often 57.3 µM), without a hit: at the highest dose activity, negative = inhibition, actives largely listed as inhibitors; 240,000 tested, 0.54% active;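 further: plate controls were vehicle for no effect and no enzyme for full effect; nearly all actives have a fitted effect of over 30% in size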
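50 nM RECQ1T1 preincubated 15 min with compound in Tris pH 8.0 buffer with MgCl2, DTT, Tween-20 and 2.5 ug/ml poly(dI-dC); started with 200 nM TAMRA/BHQ-2 forked duplex and 2 mM ATP. Unwinding read as fluorescence (525/598 nm), two reads 2 h apart.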
Tau fluor counter = counter-screen for tau fibril formation inhibitors | tau K18 P301L (four-repeat tau fragment) Alexa594 fluorescence, heparin fibrillization | Potency, µM (top dose mostly 57.7 µM), inactives show top-dose activity change, negative = decrease | 280,000 tested, 0.93% active; further: on the % scale 0 is the no-effect control and ±100 the full control effect; nearly all actives have a fitted effect of over 55% in size
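Human K18 P301L tau (15 uM unlabeled plus 0.24 uM Alexa 594-labeled, final) in 100 mM sodium acetate pH 7 was mixed with compound and 20 uM heparin and incubated 6 hr at 37 C.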
HTT ATP protect = cytoprotection in Huntington HTT-Q103 PC12 cell model. PC12 HTT-Q103 induced, cytoprotection, ATP luminescence, 40 h. Potency, µM (top dose mostly 56.4 µM), without a hit: cytoprotection (ATP increase), actives largely listed as activators. 230,000 tested, 0.14% active;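 further: % of control where 0% means no effect; nearly all actives have a fitted effect of over 45% in size; toxic huntingtin expression switched on by the ecdysone agonist tebufenozide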
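Huntington model: PC12 line, ecdysone-inducible HTTQ103 exon1–GFP, tebufenozide 100 nM. Test articles in a dose series. Endpoint luminescence from cellular ATP.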
L3MBTL1 inh = L3MBTL1 (human) inhibition; Q9Y468; AlphaScreen L3MBTL1–H3K9me1 peptide binding; Potency, µM (top dose mostly 57.1 µM), for inactives: top-dose activity, negative = inhibition, actives largely listed as inhibitors; 230,000 tested, 0.66% active; AID 485360; further: on the % scale 0 is the no-effect control and ±100 the full control effect; nearly all actives have a fitted effect of over 60% in size
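L3MBTL1 50 nM + b-AHA-H3(1-15)K9me1 75 nM, 30 min RT; compound added, 30 min RT; streptavidin donor/Ni-chelate acceptor beads 10 ug/mL each final, 30 min RT dark; AlphaScreen read.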
Tau FP inhib = blocks human tau fibril formation measured by polarization. AID 1468. K18 P301L tau heparin fibrillization, Alexa594 FP, 6 h. 280,000 tested, 0.39% active. Potency, µM (series often up to 57.7 µM), for inactives: top-dose activity, negative = inhibition, most hits filed as inhibitors; further: on the % scale 0 is the no-effect control and ±100 the full control effect; nearly all actives have a fitted effect of over 55% in size
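Read-out: fluorescence polarization of Alexa 594-labeled tau (0.24 uM), 555 nm excitation, 632 nm emission. Mixtures held 15 uM unlabeled K18 P301L, compound and 20 uM heparin, pH 7 acetate buffer, incubated 6 hr at 37 C.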
* hit, by the source's call; i = inactive; u = inconclusive; x = no result given; [ ] = dose if it differs, or a comment. Unless noted, the call rests on the fitted dose curve; in most records, active means well fitted curve in the direction sought with a large enough effect; inconclusive means small, poorly fitted or top-dose-only effect, or another doubt; inactive means no such curve, though single readings can be large; an effect the other way counts as inactive or inconclusive. Potency means the concentration at half of the fitted maximal effect.

Sequence of screens – Tau fibril ThT, TRb SRC2 PPI, TR SRC2 fluor cs, RECQ1 inh, Tau fluor counter, HTT ATP protect, L3MBTL1 inh, Tau FP inhib
> CC1=NN(C(=O)Cc2ccc([N+](=O)[O-])cc2)C(O)(C(F)(F)C(F)(F)F)C1 (configuration not stated)
  1%, -4%, -1%, -2%, -8%, 17%[10 µM], 5%, 6%
> c1ccc2c(c1)C(=NCC1CCCO1)NC2=NCC1CCCO1 (configuration not stated)
  -10%, -4%, -3%, 2%, 0%, 18%, -1%, 1%
> c1csc(-n2nc3ccccc3n2)c1
  -3%, 6%, 2%, -8%, 0%, 7%, -4%, 0%
> CC(C)(C)OC(=O)N1CCC(c2c(C(=O)NCCN3CCOCC3)cnn2-c2cccc(F)c2)CC1
  -7%, 12%, -24%, x, -11%, x, x, -6%
> Cc1nnc(NC(=O)CSc2nnc(NC(=O)C(C)(C)C)s2)s1
  -1%, -2%, 1%, i, 3%, -2%, 4%, 2%
> COC(=O)CCC(NC(=O)c1cc(C)oc1C)C(=O)OC (configuration not stated)
  -16%, 6%, -1%, 0%, -5%, 3%[10 µM], 12%[11.4 µM], -4%
> CCOC1(OCC)C(c2ccc(N)cc2)C(C#N)(C#N)C1(OCC)OCC (configuration not stated)
  -8%, 6%, -1%, 9%, u, -17%, 1%, 5%
> CC(C)(C)NC(=O)COC(=O)c1ccc(S(=O)(=O)N2CCCCCC2)cc1
  -13%, -8%, -1%, -1%, -7%, 0%[10 µM], -13%, -11%
> Cc1nn(C2CCS(=O)(=O)C2)c(Cl)c1/C=C/C(=O)OCC(=O)N(C)C (configuration not stated)
  -12%, 7%, -5%, i, -11%, -15%, x, -4%
> Cn1c(SCC(=O)N2CCN(c3ccccc3)CC2)nnc1-c1c[nH]c2ccccc12
  u, 0%, -2%, -12%, u, -18%, x, 1%
> O=C(CSc1nnc2ccccn12)NNC(=O)c1ccc(F)cc1
  0%, 0%, -3%, 10%, -2%, -20%, -3%, 2%
> COCCNC(=O)CCCN1C(=O)CCn2nc(-c3cccn3C)cc21
  -3%, -1%, -4%, x, 0%, x, x, -3%
> CC1Cc2ccccc2N1C(=O)Cc1cccs1 (configuration not stated)
  -3%, -11%, -5%, i, -3%, 1%, x, -9%
> O=C(CSc1ccc2nnc(-c3ccccn3)n2n1)NCc1ccc2c(c1)OCO2
  -6%, -2%, -1%, 9%, 2%, -8%[10 µM], -18%, 4%
> COc1cc(C)c(Cl)cc1S(=O)(=O)NCCc1c(C)[nH]c2ccccc12
  -8%, 7%, 6%, x, u, x, x, 8%
> CN(C)S(=O)(=O)c1cccc(NC(=O)CCNC(=O)c2ccccc2Cl)c1
  -2%, -7%, 0%, -3%, -8%, -3%[10 µM], -6%, -5%
> COc1ccc(S(=O)(=O)CCc2nnc(NC(=O)c3cccs3)s2)cc1
  -18%, 10%, 0%, 9%, -14%, 4%, 11%, 8%
> O=c1c(O)c(-c2ccccc2)oc2cc(O)ccc12
  u, -2%, -2%, -4%, u, x, x, 0%
> Cc1csc(N2CCc3ccccc32)n1
  -16%, -6%, -2%, 5%, -10%, 6%, 3%, 5%
> CC(=O)c1cc(-c2ccc(F)cc2)n(CCC(=O)NC(C)(C)C)c1C
  4%, 3%, 2%, i, 1%, -34%[inhibitor], 6%, -3%
> CC(C)Nc1ncnc2c1cnn2-c1ccc(Cl)cc1
  -3%, -1%, 1%, -14%, -6%, -26%[10 µM], 11%, -8%
> CC(C)c1cc(CN2CCN(C3CCCC3)C(CCO)C2)[nH]n1 (configuration not stated)
  9%, -5%, -2%, i, 13%, x, 30%[activator], 9%
> CCOC(=O)c1cc(OC(=O)c2ccccc2Br)n(-c2ccccc2)n1
  -11%, -11%, -1%, i, -17%, -5%, x, -4%
> COc1ccc(/C=C/C(=O)OC2CCCN(C)C2)cc1 (configuration not stated)
  6%, -7%, -2%, i, 2%, -12%, 10%, 5%
> O=C(/C(Br)=C/Nc1cc(Cl)ccc1Cl)C(F)(F)F
  u, -16%, 0%, -7%, -3%, 40%[10 µM], 16%, -14%
> CCc1cccc(CC)c1N(COC)C(=O)Cn1c(C)nc2ccccc21
  -15%, -7%, u, x, -11%, x, x, 0%
> OCCC1CN(Cc2nc(-c3ccccc3)cs2)CCN1Cc1ccc(F)cc1 (configuration not stated)
  -15%, 6%, -4%, -4%, -15%, -21%, -7%, 7%
> CCOC(=O)c1cccc(NC(=O)c2cnc(N3CCCCC3)c3ccccc23)c1
  -8%, -2%, -4%, x, -21%, x, x, -9%
> O=C(Nc1ccccn1)c1csc2c1CCCC2
  -6%, 11%, -2%, i, -5%, -15%[10 µM], 2%, -4%
> O=C(NCCc1ccccc1)c1nc2c(nnn2Cc2ccccc2Cl)c(=O)[nH]1
  -6%, -2%, 1%, i, 2%, u, 9%, 5%
> CCCCCSc1nc(C)c(CC(=O)O)c(=O)[nH]1
  -13%, 4%, -4%, -9%, -7%, 26%[10 µM], 27%[11.4 µM], -3%
> c1cnc2c(OCc3nc4ccccc4[nH]3)cccc2c1
  u, -23%, 1%, -13%, -15%, -6%[10 µM], -8%, -6%
> O=C(/C=C/c1ccc(S(=O)(=O)N2CCOCC2)cc1)NCc1ccccc1Cl
  8%, -11%, 0%, -14%, 2%, 5%[10 µM], 33%[activator], 8%
> O=C(CCNC(=O)c1ccc(Br)o1)NCc1ccccn1
  -11%, -4%, 0%, -12%, -10%, -2%[0.074 µM], 1%, -7%
> COc1cccc(NC(=O)CSc2nc3ccccc3c(=O)n2CCCC(=O)NCCCN2CCOCC2)c1
  -8%, -11%, -6%, -6%, -11%, -46%[inhibitor], x, -2%
> CCCc1n[nH]c2c1/C(=N/O)CC(c1ccccc1)C2 (configuration not stated)
  -9%, 9%, 1%, -3%, -6%, -11%[10 µM], 2%, -6%
> CCCc1cc(=O)[nH]c(Nc2ccc(OC)c(Cl)c2)n1
  -9%, -4%, -3%, -12%, u, -9%, 4%, u
> COc1ccc(/C=N/NC(=O)c2ccco2)cc1OCc1ccccc1
  u, -1%, -2%, i, -27%, 10%[10 µM], 10%, -3%
> COc1ccc(NC(=O)c2cc3c(=O)n(Cc4cccs4)ccc3nc2C)c(OC)c1
  u, 2%, 4%, x, -22%, x, x, 7%
> COc1ccc2cc3cc(C(=O)NCc4cccnc4)oc3nc2c1
  -7%, -7%, -2%, i, -4%, -53%[inhibitor], -1%, 0%

Complete entries as entered above. Values in the order: Tau fibril ThT, TRb SRC2 PPI, TR SRC2 fluor cs, RECQ1 inh, Tau fluor counter, HTT ATP protect, L3MBTL1 inh, Tau FP inhib
`CCCCCSc1nc(C)c(CC(=O)O)c(=O)[nH]1` as listed: -13%, 4%, -4%, -9%, -7%, 26%[10 µM], 27%[11.4 µM], -3%
`CC1Cc2ccccc2N1C(=O)Cc1cccs1` (configuration not stated) as listed: -3%, -11%, -5%, i, -3%, 1%, x, -9%

Continued:
Sequence of screens – Tau fibril ThT, TRb SRC2 PPI, TR SRC2 fluor cs, RECQ1 inh, Tau fluor counter, HTT ATP protect, L3MBTL1 inh, Tau FP inhib
> CCNC(=O)NC(=O)CSc1cccc(C(F)(F)F)c1
  -1%, -4%, 0%, i, 4%, -16%, 2%, 8%
> CCOc1cc(C2c3c(-c4ccccc4O)n[nH]c3C(=O)N2Cc2cccnc2)ccc1O (configuration not stated)
  5%, -4%, -2%, x, -3%, x, x, 7%
> Cc1ccccc1Cn1cc(NC(=O)c2cc(-c3ccco3)on2)cn1
  -3%, -5%, -6%, -12%, -21%, -36%[inhibitor], x, -6%
> COc1ccc(/C=N/NC(=O)c2ccc(C)cc2)cc1CN1CCN(c2ccc(F)cc2)CC1
  -20%, -6%, -1%, -7%, u, -28%, 4%, -1%
> O=C(NCc1ccc(F)cc1)C(=O)NCC(c1cccs1)S(=O)(=O)c1cccs1 (configuration not stated)
  -5%, -4%, 2%, x, -10%, x, x, -6%
> COc1ccc(NC(=O)C2=CC(c3ccc4c(c3)OCO4)=NS(=O)(=O)N2C)cc1
  1%, -5%, 1%, x, -5%, x, x, u
> COc1cc2c(cc1OC)-c1nnc(-c3ccco3)n1C1(CCCC1)C2
  -7%, 1%, -4%, -5%, -1%, 9%[10 µM], 2%, 6%
> CC(C)CNC(=O)c1cc(-c2ccc(Cl)c(Cl)c2)on1
  -12%, -18%, 0%, -7%, -17%, -16%, -1%, 8%
> O=C(c1cc2c(s1)CCCC2)N1CCN(c2ccccc2)CC1
  -15%, -4%, -2%, -8%, -9%, -13%, x, 1%
> COc1cc(C(O)c2nc3ccccc3n2C)cc(OC)c1OC (configuration not stated)
  -12%, 1%, 1%, i, -6%, -9%, 4%, -8%
> COc1ccc(C(=O)NC2(C(F)(F)F)NC(=O)N(CCCc3ccccc3)C2=O)c(OC)c1OC (configuration not stated)
  -8%, 5%, -3%, -8%, -16%, 20%[10 µM], 5%, 12%
> COc1ccc(OCc2ccc(C(=O)NN)cc2)cc1
  u, 1%, -4%, -8%, -13%, -39%, x, -5%
> Cc1sc2nc(N)sc2c1C
  u, 2%, -3%, -4%, -15%, -16%[10 µM], -1%, -12%
> Cc1ccc(-c2ccc(C(=O)NCc3ccc(Cl)cc3)o2)c2ccccc12
  u, 1%, 0%, -12%, -6%, x, -3%, 3%
> Cc1ccc(SCc2nc3ncccn3c2Br)cc1
  -7%, 13%, -2%, -8%, -5%, 2%[10 µM], 3%, 1%
> COc1cc(OC)c(-c2nnc3n(CCc4ccccc4)c(=O)c4ccccc4n23)cc1OC
  -18%, -7%, -1%, -1%, -7%, -23%[10 µM], -9%, 10%
> CC(C)(C(N)=O)N1CCN(c2ncc(C(F)(F)F)cc2Cl)CC1
  -9%, 1%, -3%, -11%, -10%, 1%, x, -10%
> Clc1cccc(N2CCN(Cc3nc(-c4ccccc4)no3)CC2)c1
  u, -4%, 0%, -20%, -27%, 5%, 20%, 4%
> CCOC(=O)C1(O)CC(C)=NN1C(=O)c1cccc(Br)c1 (configuration not stated)
  -5%, -3%, -7%, 4%, -1%, -31%[inhibitor], 22%, 3%

Source: PubChem (National Center for Advancing Translational Sciences (NCATS))

These rows are one share of the data, so the mix of outcomes need not match the whole.
